p97 ATPase inh: inhibitors of human p97 ATPase | inhibition, % at 8 µM | 220,000 tested, 0.42% active | P55072 | recombinant p97 ATPase, Kinase-Glo ATP luminescence, 3 h; in the data active = inhibition above about 15%;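 note: 0% = DMSO vehicle and 100% = wells lacking enzyme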
KCC2 mod: KCC2 (human) Cl- transport modulation. Q9H2X9. B-score of Tl+ flux slope (higher = more flux/activation; lower = inhibition) at 10 µM. 190,000 tested, 2.2% active. KCC2 cells, thallium flux FluoZin-2 fluorescence;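 active = thallium flux slope and its plate-corrected score both differing from the plate sample mean at a set confidence after two filtering rounds, in either direction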;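 note: slope of fluorescence scaled to starting intensity during 10 to 20 s after thallium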
PERK inh: blocks human PERK kinase | Q9NZJ5 | CHO PERK-DD fusion, SEAP luminescence translation reporter | inhibition, % at 5.6 µM | 220,000 tested, 0.17% active | AID 1416;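 active = inhibition above the mean inhibition of all tested compounds plus 3 SD, set separately per screening campaign, cut at about 2.9% in these data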;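 note: PERK kinase domain activated by AP20187 dimerizer at 100 nM; 0% = DMSO with dimerizer and 100% = rapamycin at 8.4 µM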
Thrombin inh: blocks human thrombin protease activity | P00734 | alpha-thrombin, Boc-VPR-AMC fluorogenic substrate cleavage | inhibition, % at 5 µM | 220,000 tested, 0.26% active | AID 1046;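 active = inhibition at or above 40%; inactive = inhibition below 40%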;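 note: 0% = enzyme with no compound and 100% = wells without enzyme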
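signal = AMC fluorescence, 355/460 nm | material = human alpha-thrombin enzyme | control set = enzyme without compound as high, wells lacking enzyme as low | times = reaction at room temperature | read-out basis = percent inhibition scaled between no-compound controls and no-enzyme blanks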
FXIIa inh 1536: inhibitors of human coagulation factor XIIa; AID 800; 220,000 tested, 0.3% active; inhibition, % at 5 µM; purified FXIIa, Boc-QGR-AMC fluorogenic substrate, 2 h; in the data active = inhibition above about 40%;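 note: 0% = enzyme with no compound and 100% = blank without enzyme; many of its hits are not listed in these tables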
Furin inh: blocks human furin protease activity; inhibition, % at 30 µM; P09958; purified furin, fluorogenic substrate cleavage; 220,000 tested, 0.061% active; in the data active = inhibition above about 25%; note: inactives centre near -15
hK5 inh: inhibitors of human kallikrein 5 | Q9Y337 | recombinant hK5, fluorogenic AMC substrate cleavage | 210,000 tested, 0.59% active | inhibition, % at 5 µM;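 active = inhibition of 40% or more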;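 note: 0% = enzyme controls without compound and 100% = no-enzyme blanks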
Target sequence (Q9Y337 67-293 limits assumed): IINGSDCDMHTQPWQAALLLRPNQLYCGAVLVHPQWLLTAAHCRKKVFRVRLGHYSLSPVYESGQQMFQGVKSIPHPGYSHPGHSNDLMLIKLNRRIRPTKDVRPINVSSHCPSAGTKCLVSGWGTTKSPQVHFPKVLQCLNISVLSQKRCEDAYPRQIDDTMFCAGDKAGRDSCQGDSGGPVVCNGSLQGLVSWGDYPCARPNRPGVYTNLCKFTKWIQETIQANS
FXIa inh: factor XIa (human) inhibition; P03951; purified FXIa, Boc-Glu-Ala-Arg-AMC fluorogenic substrate; inhibition, % at 5 µM; 220,000 tested, 0.14% active; AID 798;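 active = inhibition of at least 40%; inactive = inhibition below 40%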;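 note: fluorescence of freed AMC excited at 355 nm; 0% = enzyme without compound and 100% = no enzyme blank; many of its hits are not listed in these tables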
Target sequence (P03951 19-387 limits assumed): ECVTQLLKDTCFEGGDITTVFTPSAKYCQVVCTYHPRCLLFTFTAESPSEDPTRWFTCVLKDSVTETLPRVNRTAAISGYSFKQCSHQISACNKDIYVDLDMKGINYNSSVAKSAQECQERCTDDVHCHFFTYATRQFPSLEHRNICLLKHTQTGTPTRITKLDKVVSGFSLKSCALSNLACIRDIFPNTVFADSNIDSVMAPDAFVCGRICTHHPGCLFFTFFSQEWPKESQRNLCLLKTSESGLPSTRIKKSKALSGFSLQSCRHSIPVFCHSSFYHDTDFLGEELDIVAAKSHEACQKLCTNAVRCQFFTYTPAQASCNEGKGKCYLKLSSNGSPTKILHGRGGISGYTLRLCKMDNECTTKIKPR
Target sequence (P03951 388-625 limits assumed): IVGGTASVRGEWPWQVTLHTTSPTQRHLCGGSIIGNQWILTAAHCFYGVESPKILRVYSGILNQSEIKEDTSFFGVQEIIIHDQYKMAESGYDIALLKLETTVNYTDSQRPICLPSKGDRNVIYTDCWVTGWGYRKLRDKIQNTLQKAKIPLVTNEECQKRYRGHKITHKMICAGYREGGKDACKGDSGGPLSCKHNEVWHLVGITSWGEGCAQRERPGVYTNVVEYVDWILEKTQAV
Wee1 degr inh: human Wee1 degradation inhibition, primary screen | P30291 | HeLa Luc-Wee1K328M stability, luciferase luminescence; 100% = proteasome inhibitor MG132 effect | reporter increase, % at 5 µM | 220,000 tested, 1.2% active | AID 1321;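 active = activation above the mean of all tested compounds plus 3 SD, set per screening run, cut at about 8.8% in these data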;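 note: cells exposed to compound for 20 h before luminescence read; 0% = DMSO alone and 100% = MG132 at 30 µM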
Numbers without * were called inactive; [ ] = dose if it differs, or a comment.

Preview:
Results for COc1ccc(/C=C2\CCC(C3CCCC3)C2=O)cc1Cn1nc(C)cc1C (stereo unspecified) ?
p97 ATPase inh: -1; KCC2 mod: -0.69; PERK inh: 0.1; Thrombin inh: -8; FXIIa inh 1536: 8; Furin inh: -14; hK5 inh: -9; FXIa inh: 4; Wee1 degr inh: -2

How did CC(=O)Nc1ccc(Oc2ccc([N+](=O)[O-])cc2Cl)cc1 do in these assays?
p97 ATPase inh: -3; KCC2 mod: -0.49; PERK inh: -1.4; Thrombin inh: 1; FXIIa inh 1536: 8; Furin inh: -10; hK5 inh: -8; FXIa inh: -2; Wee1 degr inh: -5

What do the screens show for `COc1ccc(OC)c(-c2cc(C(=O)Nc3ccc(F)cc3F)no2)c1`?
p97 ATPase inh: 3; KCC2 mod: -0.03; PERK inh: -0.1; Thrombin inh: 0; FXIIa inh 1536: 0; Furin inh: -32; hK5 inh: -20; FXIa inh: 5; Wee1 degr inh: -1

Results (from the top)
Results for COc1ccc(/C=C2\CCC(C3CCCC3)C2=O)cc1Cn1nc(C)cc1C (stereo unspecified) ?
p97 ATPase inh: -1; KCC2 mod: -0.69; PERK inh: 0.1; Thrombin inh: -8; FXIIa inh 1536: 8; Furin inh: -14; hK5 inh: -9; FXIa inh: 4; Wee1 degr inh: -2

How did CC(=O)Nc1ccc(Oc2ccc([N+](=O)[O-])cc2Cl)cc1 do in these assays?
p97 ATPase inh: -3; KCC2 mod: -0.49; PERK inh: -1.4; Thrombin inh: 1; FXIIa inh 1536: 8; Furin inh: -10; hK5 inh: -8; FXIa inh: -2; Wee1 degr inh: -5

What do the screens show for `COc1ccc(OC)c(-c2cc(C(=O)Nc3ccc(F)cc3F)no2)c1`?
p97 ATPase inh: 3; KCC2 mod: -0.03; PERK inh: -0.1; Thrombin inh: 0; FXIIa inh 1536: 0; Furin inh: -32; hK5 inh: -20; FXIa inh: 5; Wee1 degr inh: -1

What do the screens show for `O=C(CN1C(=O)C2C3C=CC(C3)C2C1=O)NCCC1=CCCCC1` (stereo unspecified)?
p97 ATPase inh: -2; PERK inh: 0.2; Thrombin inh: 1; FXIIa inh 1536: 16; Furin inh: -10; hK5 inh: -19; FXIa inh: 0; Wee1 degr inh: 0

How did N=C1C(c2nc3ccccc3[nH]2)=C(O)CN1c1ccccc1 do in these assays?
p97 ATPase inh: 1; KCC2 mod: -0.99; PERK inh: -0.1; Thrombin inh: -3; FXIIa inh 1536: 7; Furin inh: -19[20 µM]; hK5 inh: -274; FXIa inh: 3; Wee1 degr inh: 5

Results for Clc1ccccc1-c1nnc(-c2ccccc2Cl)o1 ?
p97 ATPase inh: -9; KCC2 mod: -1.1; PERK inh: -1.0; Thrombin inh: -1; FXIIa inh 1536: 10; Furin inh: -5[20 µM]; hK5 inh: -8; FXIa inh: 6; Wee1 degr inh: 5

Results for Cc1ccc(C2CC(c3ccc(Cl)cc3)n3nc(N)nc3N2)cc1 (stereo unspecified) ?
p97 ATPase inh: -4; KCC2 mod: -0.76; PERK inh: -0.4; Thrombin inh: 0; FXIIa inh 1536: 4; Furin inh: -18; hK5 inh: -3; FXIa inh: 8; Wee1 degr inh: 2

Results for O=c1oc(-c2ccccc2)nc2c1cnn2-c1ccccc1 ?
p97 ATPase inh: 1; PERK inh: 2.3; Thrombin inh: 4; FXIIa inh 1536: 19; Furin inh: -3[20 µM]; hK5 inh: 7; FXIa inh: 9; Wee1 degr inh: -1

What do the screens show for `COC(=O)c1cccc(COC(=O)c2ccc(N(C)C)cc2)c1`?
p97 ATPase inh: -2; KCC2 mod: -0.54; PERK inh: 0.8; Thrombin inh: 3; FXIIa inh 1536: 14; Furin inh: -12[20 µM]; hK5 inh: -9; FXIa inh: 6; Wee1 degr inh: 3

How did CCOc1ccc(OCCCCN(C)C)cc1 do in these assays?
p97 ATPase inh: 4; KCC2 mod: 2.4; PERK inh: 0.4; Thrombin inh: -8; FXIIa inh 1536: 6; Furin inh: -6; hK5 inh: 1; FXIa inh: -6; Wee1 degr inh: -3

How did CCCn1c(Nc2ccccc2)nc2ccccc21 do in these assays?
p97 ATPase inh: 4; KCC2 mod: 0.68; PERK inh: -0.1; Thrombin inh: 4; FXIIa inh 1536: 8; Furin inh: -20[20 µM]; hK5 inh: 1; FXIa inh: 6; Wee1 degr inh: -2

What do the screens show for `CCn1cc(C(=O)NCCCN(C)c2ccccc2)c(=O)c2cc(S(=O)(=O)N(C)C)ccc21`?
p97 ATPase inh: -2; KCC2 mod: -1.2; PERK inh: -0.6; Thrombin inh: -6; FXIIa inh 1536: 4; Furin inh: -10; hK5 inh: -11; FXIa inh: -5; Wee1 degr inh: 5

What do the screens show for `Cn1c(N2CCN(c3ccccn3)CC2)nc2c1c(=O)n(Cc1ccc(Cl)cc1)c(=O)n2C`?
p97 ATPase inh: 1; KCC2 mod: -0.51; PERK inh: -1.4; Thrombin inh: 0; FXIIa inh 1536: 13; Furin inh: -20; hK5 inh: 3; FXIa inh: 0; Wee1 degr inh: 1

How did Cc1nc2ccc(NC(=S)N3CCOCC3)cc2nc1C do in these assays?
p97 ATPase inh: 0; KCC2 mod: 1; PERK inh: 1.1; Thrombin inh: -9; FXIIa inh 1536: 0; Furin inh: -5; FXIa inh: -4; Wee1 degr inh: -2

Results for CCOc1ccccc1OCC(=O)N/N=C(\C)Cc1ccc(OC)cc1 ?
p97 ATPase inh: 5; KCC2 mod: 3.7; PERK inh: 1.7; Thrombin inh: -3; FXIIa inh 1536: 12; Furin inh: -17; hK5 inh: -9; FXIa inh: 4; Wee1 degr inh: 2

What do the screens show for `COc1ccc2nc(C)cc(N3CCOCC3)c2c1`?
p97 ATPase inh: -2; KCC2 mod: -2.1; PERK inh: -0.8; Thrombin inh: -6; FXIIa inh 1536: -15; Furin inh: -9[20 µM]; hK5 inh: -18; FXIa inh: -10; Wee1 degr inh: -1

What do the screens show for `CSc1nc(Cl)cc(Nc2ccc(O)cc2)n1`?
p97 ATPase inh: 8; KCC2 mod: -1.1; PERK inh: 0.0; Thrombin inh: 0; FXIIa inh 1536: 5; Furin inh: -20; hK5 inh: -2; FXIa inh: 6; Wee1 degr inh: 0

What do the screens show for `N#Cc1c(-c2ccc(F)cc2)nc(-c2ccccc2)[nH]c1=O`?
p97 ATPase inh: 2; KCC2 mod: -0.81; PERK inh: 0.9; Thrombin inh: -10; FXIIa inh 1536: 9; Furin inh: -21; hK5 inh: -12; FXIa inh: -3; Wee1 degr inh: 1

How did O=C(COc1ccccc1C(=O)O)NC1CCCc2ccccc21 (stereo unspecified) do in these assays?
p97 ATPase inh: -6; KCC2 mod: -1.1; PERK inh: 0.4; Thrombin inh: 2; FXIIa inh 1536: 11; Furin inh: -11; hK5 inh: 8; FXIa inh: 2; Wee1 degr inh: -2

Results for O=C(CSc1ncccc1C(=O)O)c1ccc2ccccc2c1 ?
p97 ATPase inh: 1; KCC2 mod: -1; PERK inh: 2.0; Thrombin inh: 0; FXIIa inh 1536: 13; Furin inh: -18[20 µM]; hK5 inh: 4; FXIa inh: 1; Wee1 degr inh: 1

What do the screens show for `O=C(/C=C/c1ccc2c(c1)OCO2)N1CCN(c2ccc(Cl)cc2)CC1`?
p97 ATPase inh: 3; KCC2 mod: 0.4; PERK inh: 1.1; Thrombin inh: -1; FXIIa inh 1536: 7; Furin inh: -10; hK5 inh: -22; FXIa inh: 8; Wee1 degr inh: -3

How did NC(=O)c1ccc(NC(=O)c2ccc(CN3CCOCC3)cc2)cc1 do in these assays?
p97 ATPase inh: 4; KCC2 mod: 1.5; PERK inh: 1.0; Thrombin inh: -5; FXIIa inh 1536: 11; Furin inh: -22[20 µM]; hK5 inh: -16; FXIa inh: -2; Wee1 degr inh: 1

How did Cc1cc(Br)c(NC(=O)COn2nnc3ccc(S(C)(=O)=O)cc32)c(Br)c1 do in these assays?
p97 ATPase inh: -2; KCC2 mod: 0.52; PERK inh: -0.2; Thrombin inh: 1; FXIIa inh 1536: 14; Furin inh: 3; hK5 inh: 27; FXIa inh: 9; Wee1 degr inh: 7

How did CN(CCc1ccccn1)C(=O)CC1C(=O)NCCN1Cc1ccccc1C(F)(F)F (stereo unspecified) do in these assays?
p97 ATPase inh: -3; KCC2 mod: -0.0066; PERK inh: 0.6; Thrombin inh: -1; FXIIa inh 1536: 7; Furin inh: -22; FXIa inh: -1; Wee1 degr inh: 3

How did Cc1ccc(OCC(=O)N(Cc2ccccc2)C(C)C)c([N+](=O)[O-])n1 do in these assays?
p97 ATPase inh: 4; KCC2 mod: -0.25; PERK inh: -0.5; Thrombin inh: -2; FXIIa inh 1536: 12; Furin inh: -18; hK5 inh: -5; FXIa inh: 12; Wee1 degr inh: 4

How did CC(c1ccccc1)c1nnc(N)s1 (stereo unspecified) do in these assays?
p97 ATPase inh: 4; KCC2 mod: 0.84; PERK inh: 0.4; Thrombin inh: -10; FXIIa inh 1536: 1; Furin inh: -17; hK5 inh: -5; FXIa inh: -5; Wee1 degr inh: 2

Results for COc1cccc(C(=O)NC2=NCCS2)c1OC ?
p97 ATPase inh: -6; PERK inh: -0.1; Thrombin inh: -5; FXIIa inh 1536: -10; Furin inh: -7[20 µM]; hK5 inh: -8; FXIa inh: 1; Wee1 degr inh: -1

Results for CCOC(=O)N1CCN(c2ccc(Cl)cc2)CC1 ?
p97 ATPase inh: -3; KCC2 mod: -0.017; PERK inh: 0.6; Thrombin inh: -3; FXIIa inh 1536: 9; Furin inh: -20; hK5 inh: -11; FXIa inh: 24; Wee1 degr inh: -4

How did CCC(C(=O)Nc1cc(C)nn1-c1nc(C)cc(C)n1)c1ccccc1 (stereo unspecified) do in these assays?
p97 ATPase inh: -10; PERK inh: -1.4; Thrombin inh: 0; FXIIa inh 1536: 6; Furin inh: -7; hK5 inh: -4; FXIa inh: -2; Wee1 degr inh: -2

What do the screens show for `COC(=O)c1cn(C(=O)c2cc(C)cc(C)c2)c2ccccc12`?
p97 ATPase inh: 7; KCC2 mod: 0.11; PERK inh: 1.1; Thrombin inh: 1; FXIIa inh 1536: 7; Furin inh: -18; hK5 inh: 13; FXIa inh: -3; Wee1 degr inh: 0

Results for CC(C)(C)c1ccc(Cn2ccc(-c3ccc4c(c3)OCO4)n2)cc1 ?
p97 ATPase inh: 1; KCC2 mod: -0.17; PERK inh: 2.3; Thrombin inh: 3; FXIIa inh 1536: 4; Furin inh: -18[20 µM]; hK5 inh: 5; FXIa inh: 7; Wee1 degr inh: -1

Results for COc1cc2c(C#N)c(N3CCOCC3)nc(N)c2c(N)n1 ?
p97 ATPase inh: -4; KCC2 mod: 0.22; PERK inh: 0.0; Thrombin inh: -7; FXIIa inh 1536: -14; Furin inh: -14[20 µM]; hK5 inh: -75; FXIa inh: 6; Wee1 degr inh: 2

Results for CC(=O)NC1=NN(C(C)=O)C(c2ccccc2)S1 (stereo unspecified) ?
p97 ATPase inh: 3; KCC2 mod: -0.5; PERK inh: 1.8; Thrombin inh: -8; FXIIa inh 1536: 9; Furin inh: -25; hK5 inh: 0; FXIa inh: -2; Wee1 degr inh: -1

Results for CSc1nnc(C)c(=O)n1COC(=O)/C=C/c1ccc2c(c1)OCO2 ?
p97 ATPase inh: 2; KCC2 mod: -0.76; PERK inh: 0.2; Thrombin inh: 9; FXIIa inh 1536: 14; Furin inh: -18; hK5 inh: 1; FXIa inh: -4; Wee1 degr inh: 5

Screening data as filed in PubChem BioAssay.
